sdo1 growth: restores growth of sdo1-depleted yeast; 140,000 compounds, 0.21% hits; AID 817; z-score at 10 µM; S. cerevisiae sdo1-depleted JHY4D growth rescue, OD600 30 h; active compounds read high; pdr5 snq2 efflux-pump mutant strain;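 active = z-score above 3 at both the 24 hr and the 30 hr optical density reads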;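 also: z-score against mean and SD of all compound wells on the same plate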
INS promoter inh: TRM-6 insulin promoter activity inhibition; inhibition, % at 2 µM; AID 1273; TRM-6 cells (human fetal islet line), insulin promoter-eGFP reporter, imaging; reporter expression induced with tamoxifen; 130,000 compounds, 0.9% hits;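 active = inhibition above the mean plus 3 SD, with well images judged a real hit on visual review, cut at about 60% in these data, passing the limit was not always enough; inconclusive = inhibition over the cutoff but images rejected on review; inactive = inhibition not above the cutoff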
sdo1 growth Rescue 24 h: recorded beside sdo1 growth, whose call it bears; z-score; S. cerevisiae sdo1-depleted JHY4D growth rescue, OD600; measured here: growth rescue at 24 h;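 0 is the plate mean of compound wells and units are plate SD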
Numbers without * were called inactive; i = inactive; ? = inconclusive; nt = no result given.

SMILES | sdo1 growth | sdo1 growth Rescue 24 h | INS promoter inh
COc1ccccc1CN(Cc1cc2cc(C)ccc2[nH]c1=O)Cc1nnnn1Cc1ccco1 | -0.63 | -0.97 | nt
CSCCCNC(=S)N1CCN(S(=O)(=O)c2cccc(C(F)(F)F)c2)CC1 | -0.24 | -0.1 | -56.2
Cc1cc(C(=O)COC(=O)c2ccc[nH]c2=O)c(C)n1CCc1ccc(F)cc1 | nt | nt | 30.0
O=C1c2ccccc2C(=O)N1CC(=O)N1c2ccccc2Sc2ccccc21 | -0.97 | -0.29 | nt
CCN1CCN(C(=O)CCCn2c(C)c3cnn(-c4ccccc4)c(=O)c3c2C)CC1 | 0.07 | -0.69 | nt
O=C(Nc1ccc(F)cc1F)c1ccc(-n2cncn2)nc1 | 1.02 | 1.18 | -26.7
Cc1ccc(N2C(=O)C(CN3CCOCC3)C2c2ccccc2)cc1 (stereo unspecified) | nt | nt | -22.2
COCCNC(=O)CN(c1cccc(OC)c1)S(=O)(=O)c1ccc(C)cc1 | -0.24 | -1.19 | nt
CC1=C(C(=O)OC(C)C)C(c2cccs2)C(C(=O)OC(C)C)=C(C)N1 | -1.08 | -1.12 | -11.1
O=C(O)CCCC(=O)Nc1ccccc1C(=O)O | -0.3 | -1.29 | nt
O=c1[nH]c2cc3c(cc2cc1C(c1nnnn1CC1CCCO1)N1CCCCCC1)OCO3 (stereo unspecified) | 0.59 | 0.32 | 73.0
CC(=O)N(c1ccccc1)C(C)c1nc(C#N)c(C#N)nc1C (stereo unspecified) | -0.55 | -0.93 | 38.5
CCC1SC(CC)C(=O)N(CC(=O)NC2CCCCC2)C1=O (stereo unspecified) | nt | nt | 8.3
COc1ccccc1NC(=O)C1CCCCN1S(=O)(=O)c1ccc(F)cc1 (stereo unspecified) | -0.97 | -0.27 | -72.2
COc1ccc(S(=O)(=O)c2ccc(O)cc2)cc1 | -0.07 | -0.44 | 12.3
COc1ccc(-c2c(C#N)c(N)n(N)c(=O)c2C#N)cc1Cl | nt | nt | 53.9
O=C(CCc1nc(-c2ccccc2F)no1)Nc1ccc(Oc2ccccc2)cc1 | -0.93 | -0.8 | -162.5
CN(C)CCNc1ccc(Cl)cc1[N+](=O)[O-] | -1.03 | -1.8 | 16.7
O=C(COC(=O)CCN1C(=O)c2cccc([N+](=O)[O-])c2C1=O)NC1CCS(=O)(=O)C1 (stereo unspecified) | nt | nt | -23.8
O=C(O)CCC(=O)Nc1ccc(/C=C/C(=O)C2CC2)cc1 | nt | nt | 28.2
COC(=O)c1ccccc1NC(=O)c1ccccc1NS(C)(=O)=O | -0.96 | -0.68 | -43.8
Cc1ccc2nc(NC(=O)COC(=O)c3ccccn3)sc2c1 | nt | nt | 18.2
CCN(CC)S(=O)(=O)c1ccc2c(c1)c(=O)c(C(=O)NCCCN(C)c1ccccc1)cn2C | 0.75 | 0.55 | nt
CNC(=O)COC(=O)c1cc(-c2ccccc2)nn1-c1ccccc1 | nt | nt | 0.0
CCCN1C(=O)c2cccc3c(N4CCCCC4)ccc(c23)C1=O | 0.66 | 1.5 | -244.8

One compound at a time (already shown). Order of values: sdo1 growth, sdo1 growth Rescue 24 h, INS promoter inh
Results for `CCCN1C(=O)c2cccc3c(N4CCCCC4)ccc(c23)C1=O` : 0.66, 1.5, -244.8
Results for `O=C(O)CCC(=O)Nc1ccc(/C=C/C(=O)C2CC2)cc1` : nt, nt, 28.2
Results for `CCN(CC)S(=O)(=O)c1ccc2c(c1)c(=O)c(C(=O)NCCCN(C)c1ccccc1)cn2C` : 0.75, 0.55, nt
Results for `COCCNC(=O)CN(c1cccc(OC)c1)S(=O)(=O)c1ccc(C)cc1` : -0.24, -1.19, nt
Results for `CN(C)CCNc1ccc(Cl)cc1[N+](=O)[O-]` : -1.03, -1.8, 16.7

Following part:
SMILES | sdo1 growth | sdo1 growth Rescue 24 h | INS promoter inh
CS(=O)(=O)N(CC(=O)N1CCC(C(N)=O)CC1)c1ccc(Cl)c(C(F)(F)F)c1 | 1.47 | -1.01 | nt
O=C(NCCCN1CCCC1=O)c1cccnc1 | 0.4 | 0.27 | 6.2
O=C(O)CSc1nnc(Cc2ccccc2)n1Cc1ccccc1 | 0.62 | 0.24 | -42.9
CCc1cccc(CC)c1N(COC)C(=O)Cn1c(C(C)O)nc2ccccc21 (stereo unspecified) | -1.09 | -0.95 | nt
COc1ccc(C(=O)Nc2ccc(Cl)c(Cl)c2)c(OC)n1 | 0.07 | 1.44 | -6.2
Clc1cccc2sc(-c3nnc(-c4ccccc4)o3)c(Cl)c12 | nt | nt | 73.0
O=S(=O)(Nc1cc2nc3ccccc3nc2n1Cc1ccccc1)c1ccc(Cl)cc1 | -0.24 | -0.22 | nt
Cc1ccc(NC(=O)c2cc(S(=O)(=O)N3CCC4(CC3)OCCO4)ccc2F)cc1 | -0.36 | -0.16 | -57.9
Cn1c(=O)cc(OCCCC(=O)Nc2cccnc2)c2ccccc21 | 0.33 | 0.29 | nt
Cc1nn(-c2ccccc2)c2sc(C(=O)NC3CC3)cc12 | 0.2 | -0.05 | 27.0
COCCCNC(=O)c1ccccc1SC | -0.48 | -0.26 | ?
O=c1c2ccccc2cnn1Cc1n[nH]c(=S)n1-c1cc(Cl)cc(Cl)c1 | 0.68 | -0.79 | nt
COc1cc2c(cc1NC(=S)Nc1cccc3ccccc13)oc1ccccc12 | -0.65 | 1.27 | 23.6
O=C(CN1C(=O)C2C3C=CC(C3)C2C1=O)Nc1ccc(F)cc1 (stereo unspecified) | nt | nt | 27.8
CCc1c(O)nc(SCC(=O)Nc2ccccc2)n(C(C)CC)c1=O (stereo unspecified) | 0.66 | 0.45 | 33.3
CCN(CC)S(=O)(=O)c1ccc(N2CCOCC2)c(NC(=O)c2cnccn2)c1 | 0.21 | 0.02 | 21.4
Cc1coc2cc3oc(=O)c(Cc4ccccc4)c(C)c3cc12 | -1.22 | -0.54 | nt
Cc1c(C#N)c2ncn(CCCN(C)C)c(=O)c2n1-c1ccccc1 | 3.58* | 3.33* | 7.1
Cc1nnc(SCc2cccs2)[nH]c1=O | 0.82 | 0.38 | 36.1
CCN1C(=O)c2cccc3c(S(=O)(=O)Nc4ncccc4C)ccc1c23 | 0.11 | -0.25 | nt
COc1ccc(CCN(C)CCCC(C#N)(c2ccc(OC)c(OC)c2)C(C)C)cc1OC (stereo unspecified) | -0.24 | 0.04 | -57.1
NC(=O)Cc1nc(-c2ccccc2)cs1 | 0.65 | 0.15 | -44.1
CCN(CC)S(=O)(=O)c1ccc(Cl)c(NC(=O)c2ccc(C#N)cc2)c1 | 0.55 | 2.15 | -38.5
CC1CN(CCOc2ccccc2-c2ccccc2)CC(C)O1 (stereo unspecified) | 0.3 | 0.22 | -7.1
Cc1cccc(C)c1NC(=S)NN1CCN(C)CC1 | 1.56 | 1.55 | nt

Among those listed so far, these have two or more sulfur atoms:
SMILES | sdo1 growth | sdo1 growth Rescue 24 h | INS promoter inh
CSCCCNC(=S)N1CCN(S(=O)(=O)c2cccc(C(F)(F)F)c2)CC1 | -0.24 | -0.1 | -56.2
Cc1nnc(SCc2cccs2)[nH]c1=O | 0.82 | 0.38 | 36.1

Additional structures
SMILES | sdo1 growth | sdo1 growth Rescue 24 h | INS promoter inh
CC1CCCCN1c1nc(-c2ccncc2)nc2ccccc12 (stereo unspecified) | -2.32 | -1.28 | 15.2
COc1cc2c(cc1OC)CN(Cc1cccs1)CC2 | 0.6 | 0.06 | -31.2
O=C(NCc1cccnc1)C(=O)NCC1OCCN1S(=O)(=O)c1ccccc1 (stereo unspecified) | -0.46 | -0.34 | -7.3
CC1(C)CC(NC(=O)CC2CCCCC2)CC(C)(C)N1 | 0.72 | 0.22 | 81.8*
CCOCC(=O)Nc1c(C(=O)Nc2ccc(OC)cc2OC)oc2ccccc12 | 0 | 0.85 | 20.0
Cc1ccc(N2CC(C(=O)Nc3nnc(C)s3)CC2=O)cc1 (stereo unspecified) | 0.9 | 0.76 | -37.6
Cc1ccc([N+](=O)[O-])cc1S(=O)(=O)NCCc1c(C)[nH]c2c(C)cccc12 | 0.74 | -0.21 | -44.4
O=C(NC1CCCCC1)C(Cc1ccccc1)NS(=O)(=O)c1cccs1 (stereo unspecified) | -0.21 | -0.88 | -74.2
CCCc1cc(C(=O)OC)c(NC(=O)CCCC(=O)O)s1 | nt | nt | -33.3
Cc1ccc(Nc2nc(-c3ccc(S(=O)(=O)N4CCCC4)cc3)cs2)cc1C | -0.48 | 0.03 | nt
O=C(O)c1ccccc1NCN1C(=O)C2CC=C(Cl)CC2C1=O (stereo unspecified) | 0.47 | -0.23 | nt
CC(C)CCn1c(CN2CCN(C(=O)c3ccco3)CC2)nc2c1c(=O)n(C)c(=O)n2C | 0.4 | -0.3 | nt
CCCCSCc1[nH]c(=O)[nH]c1C(=O)CCCCC(=O)OCC | 1.07 | 0.73 | nt
Cc1cc(NC(=O)c2ccc(F)cc2)n(-c2ccccn2)n1 | nt | nt | -94.4
CC(CCc1ccccc1)NC(=O)C(=O)NCCO (stereo unspecified) | 0.11 | -0.8 | nt
CSc1nc(N2CCOCC2)c2c3c(sc2n1)CCC3 | -0.28 | -0.18 | 30.8
CCn1c(-c2cc(Cl)ccc2OC)n[nH]c1=S | 0.09 | 0.12 | 13.9
CCOc1ccc(NS(=O)(=O)c2ccc(NS(=O)(=O)c3ccccc3)cc2)cc1 | 0.32 | 0.09 | -46.7
Cc1ccccc1NC(=O)C1(NC(=O)c2cccc(N3C(=O)CSC3c3ccccc3)c2)CCCCC1 (stereo unspecified) | 0.13 | 0.54 | i
CN(CCCC(=O)Nc1nccs1)S(=O)(=O)c1ccc(Cl)cc1 | 0.03 | -0.42 | nt
COc1ccc(NS(=O)(=O)c2cc(NC(=O)CNC(=O)c3cccc(OC)c3)ccc2C)cc1 | 0.18 | 0.18 | -7.7
C=CCNC(=O)c1ccc(Cl)cc1Cl | 1.87 | 1.81 | -13.3
Cc1nc(SC(C)C)[nH]c(=O)c1Cc1ccccc1 | -0.61 | -0.8 | -40.6
CC(=O)NC(=S)Nc1cccc(S(=O)(=O)NC2=NCCC2)c1 | 0.28 | 0.51 | -28.6
COc1ccccc1-c1nc(-c2cccc(C)c2)no1 | 0 | -0.61 | 24.1

Later entries:
SMILES | sdo1 growth | sdo1 growth Rescue 24 h | INS promoter inh
COc1cc(-c2nc3cnccn3c2Nc2ccc3c(c2)OCCO3)ccc1O | 0.28 | -0.17 | 25.8
COc1ccccc1N1CCN(C(=O)CCCC2=NS(=O)(=O)c3ccccc3N2)CC1 | 0.45 | -0.16 | nt
O=C(N/N=C\c1ccco1)Nc1cccc(Cl)c1 | 0.28 | 0.73 | -13.5
O=C(CN1C(=O)c2ccccc2C1=O)Nc1sc2c(c1C(=O)NCC1CCCO1)CCC2 (stereo unspecified) | -0.25 | 0.04 | -36.4
CCOC(=O)c1cc(S(=O)(=O)NC2CCN(C(=O)OCC)CC2)cn1C | 0.49 | 0.41 | nt
CCN(CCN(C)C)C(=O)Cn1ncc2c1-c1cc(C)ccc1OC2 | 1.01 | 1.75 | nt
CC(C)(C)NC(=O)/C(=C/c1ccco1)c1ccccc1 | 0.01 | -0.32 | -33.3
Cn1c(=O)c(C(=O)Nc2ncccn2)c(O)c2ccccc21 | -2.02 | -1.87 | 43.5
Cc1onc(-c2c(Cl)cccc2Cl)c1C(=O)N/N=C(\N)COc1ccc(Cl)cc1 | 0.69 | 0.52 | -22.6
CCN(CC)S(=O)(=O)c1cccc(C(=O)Nc2nnc(C)s2)c1 | nt | nt | 68.8
CCN(CC)S(=O)(=O)c1cccc(NC(=O)Nc2cccc(C(F)(F)F)c2)c1 | 0.54 | 1.08 | -32.2
CC(C)CC(=O)NNC(=O)C(C)C | -0.45 | -1.42 | 9.1
COc1ccc(Cn2c(C3CC3)nc3ccc(NC(C)=O)cc3c2=O)cc1 | -0.86 | -0.11 | 25.8
Cc1ccc(S(=O)(=O)NC(C)C(=O)Nc2ccccc2C(=O)N2CCCC2)cc1 (stereo unspecified) | 0.97 | 0.17 | nt
O=C(Nc1ccccc1N1CCN(c2ccc(F)cc2)CC1)C12CC3CC(CC(C3)C1)C2 | -0.67 | -0.34 | -1.9
COc1ccccc1NC(=O)CSC(N)=O | 0.14 | -0.04 | 38.5
O=C(Nc1ccc(F)cc1)NC1(C(=O)NCc2ccc3c(c2)OCO3)CCCCC1 | 1.39 | 2.21 | -148.3
COc1cc2c(cc1OC)CN(C(=S)Nc1ccccc1)CC2 | 0.25 | 0.28 | -15.9
Cc1nn(CC(=O)N2CCN(Cc3ccccc3)CC2)c(=O)c2ccccc12 | 0.33 | -0.52 | nt
COc1ccc(C2C(C(=O)N3CCCCC3)CCC(=O)N2c2cc(OC)c(OC)c(OC)c2)cc1 (stereo unspecified) | 2.51 | 3.54 | -40.0
CC(=O)NNc1nc(-c2ccccc2)cs1 | nt | nt | -23.1
C/C(=N/NC(=O)c1sc(NS(=O)(=O)c2ccccc2)nc1C)c1ccc(F)cc1 | 0.51 | 0.07 | -6.7
Cc1csc(NC(=O)CSc2nnc(C)n2Cc2ccco2)n1 | 0.47 | -0.62 | 11.5
CN(C)c1ccc(-c2noc(C3CCN(S(=O)(=O)c4cccc(Cl)c4)CC3)n2)cc1 | -0.08 | 0.6 | nt
O=C(CN1CCN(c2ncc(C(F)(F)F)cc2Cl)CC1)Nc1ccc2c(c1)OCO2 | -1.01 | -0.55 | 5.3
CCCn1c(C)cc(/C=C(\C#N)C(=O)OCC(=O)Nc2ccc(OC)c(Cl)c2)c1C | -0.15 | 0.07 | nt
O=C(O)c1cccc(-n2cccc2/C=C2/NC(=O)N(Cc3ccccc3F)C2=O)c1 | nt | nt | 35.0
COc1ccc(-c2noc(COc3ccc4c(c3)OCO4)n2)cc1OC | -0.15 | -0.1 | 38.1

Shown as a hit in INS promoter inh (from the list above):
SMILES | sdo1 growth | sdo1 growth Rescue 24 h | INS promoter inh
CC1(C)CC(NC(=O)CC2CCCCC2)CC(C)(C)N1 | 0.72 | 0.22 | 81.8*

Compound activity (PubChem BioAssay)
